SKN-1 block: suppressors of acrylamide-induced Pgst-4::GFP reporter in worms, primary screen, SKN-1 inhibitor project, whole organism, uHTS, GFP/RFP fluorescence ratio, strain VP596 | AID 624304, 2012 | inhibition, % at 21.8 µM | hit rate 0.49% among 360,000 | C. elegans VP596 Pgst-4::GFP/RFP ratio, 24 h;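 active = interference check ratio from 0.5 to 1.5 plus GFP to RFP signal ratio inhibition reaching or exceeding a fixed threshold, cut at about 30% in these data, passing the limit was not always enough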; note: some compounds called inactive have numbers as strong as hits
Rin1 Abl inh: inhibitors of Rin1-Abl protein binding, primary screen, biochemical, TR-FRET; Tyrosine-protein kinase ABL1 (Homo sapiens) + Ras and Rab interactor 1 (Homo sapiens), …; inhibition, % at 7.35 µM; hit rate 0.4% among 360,000; AID 588664, 2011; in the data active = inhibition above about 5%, passing the limit was not always enough
Neddylation inh: inhibitors of cullin neddylation, primary screen, biochemical, TR-FRET, uHTS, NAE and Ubc12. AID 651699, 2012. NEDD8-conjugating enzyme Ubc12 (Homo sapiens) + NEDD8-activating enzyme E1 regulatory …. hit rate 0.58% among 360,000. calls only at 25 µM; in the data active = inhibition above about 36%
eLon inh: inhibitors of E. coli Lon protease, primary screen, biochemical, fluorescence polarization. purified E. coli Lon protease. hit rate 0.42% among 360,000. AID 602123, 2011. inhibition, % at 7.94 µM; in the data active = inhibition above about 13%, passing the limit was not always enough;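 note: 0% = enzyme with probe and DMSO and 100% = no enzyme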
Target sequence (P0A9M0 whole entry, looked up): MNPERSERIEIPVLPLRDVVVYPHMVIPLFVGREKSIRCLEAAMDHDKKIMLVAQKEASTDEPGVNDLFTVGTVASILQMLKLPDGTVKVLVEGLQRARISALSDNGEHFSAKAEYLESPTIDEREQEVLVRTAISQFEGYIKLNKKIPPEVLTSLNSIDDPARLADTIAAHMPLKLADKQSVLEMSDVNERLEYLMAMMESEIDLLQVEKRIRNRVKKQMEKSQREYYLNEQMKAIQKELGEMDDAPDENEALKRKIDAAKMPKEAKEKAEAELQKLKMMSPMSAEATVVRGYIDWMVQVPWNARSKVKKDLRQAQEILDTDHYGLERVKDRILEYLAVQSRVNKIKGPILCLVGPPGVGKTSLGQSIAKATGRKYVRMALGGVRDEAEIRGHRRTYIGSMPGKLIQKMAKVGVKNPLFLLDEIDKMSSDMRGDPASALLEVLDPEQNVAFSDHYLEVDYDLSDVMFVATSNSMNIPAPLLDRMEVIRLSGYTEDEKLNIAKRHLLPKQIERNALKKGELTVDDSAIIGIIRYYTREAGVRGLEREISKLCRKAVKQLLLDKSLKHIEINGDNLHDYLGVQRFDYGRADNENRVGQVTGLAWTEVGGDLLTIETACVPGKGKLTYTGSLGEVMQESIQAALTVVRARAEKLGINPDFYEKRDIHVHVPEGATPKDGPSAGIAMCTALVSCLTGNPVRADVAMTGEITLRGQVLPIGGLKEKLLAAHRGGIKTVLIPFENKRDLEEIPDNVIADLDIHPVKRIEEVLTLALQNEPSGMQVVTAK
MT1-MMP act inh: blockers of MT1-MMP proenzyme processing, primary screen, HT1080 RFP-PRO-GFP cells, GFP/RFP fluorescence; Matrix metalloproteinase-14 (Homo sapiens), P50281; GFP/RFP ratio fluorescence, overnight; percent of plate control window, DMSO zero; GFP/RFP ratio change, % at 20 µM; hit rate 0.061% among 360,000; AID 651647, 2012;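 active = GFP/RFP ratio change of at least 30% with cell ATP level not reduced by more than half and red fluorescence within 50% of control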; note: strong numbers were not always called active
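Test system: HT1080 cells expressing an RFP-PRO-GFP fluorescent reporter construct / Compound dosing: single-point 20 µM compound, 1% DMSO / Schedule: cells overnight before dosing, compound overnight, 37 °C, 5% CO2 / Evaluation: GFP/RFP fluorescence ratio / Control set: DMSO and RFP-L50D-GFP cell wells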
CendR NRP1 mod: modulators of CendR peptide binding to NRP-1, primary screen, biochemical, fluorescence polarization, uHTS. Neuropilin-1 (Homo sapiens), O14786. FAM-RPARPAR peptide binding to NRP-1. hit rate 0.85% among 360,000. inhibition, % at 25 µM;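 active = inhibition or corrected inhibition above about 18%, plus a signal ratio from 0.5 to 1.5, limit read from the data, passing the limit was not always enough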; note: strong numbers were not always called active
MLLE-PAM2 inh: inhibitors of PABP1 MLLE–PAM2 peptide binding, primary screen, biochemical, fluorescence polarization, FITC-PAM2, GST-MLLE. Polyadenylate-binding protein 1 (Homo sapiens), P11940. inhibition, % at 20 µM. hit rate 0.36% among 360,000; in the data active = inhibition above about 35%, passing the limit was not always enough;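 note: plate controls were DMSO wells with GST-MLLE for no effect and wells lacking GST-MLLE protein for full effect; some results filed as inactive read as strong as hits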
MsrA act: bovine MsrA enzyme activators, primary screen, biochemical, absorbance, HTS; Methionine sulfoxide reductase A (Bos taurus); purified bovine MsrA, absorbance read-out; activation, % at 10.6 µM; hit rate 0.3% among 360,000; in the data active = activation above about 7.5%;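 note: 0% = vehicle and 100% = reference activator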
FAS-TE inh: FAS thioesterase domain inhibitors, primary screen, biochemical, fluorescence intensity, uHTS; hit rate 0.67% among 360,000; AID 602261, 2012; recombinant FAS-TE, OMFH fluorogenic substrate, fluorescence endpoint; inhibition, % at 15 µM; Fatty acid synthase (Homo sapiens), P49327;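 active = compounds whose normalised, plate-corrected inhibition of enzyme fluorescence in the single-dose primary screen is 50% or more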;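 note: 0% = DMSO with enzyme and 100% = substrate without enzyme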
Starred values were filed as active, the others as inactive; i = inactive; . = no result given.

SMILES	SKN-1 block	Rin1 Abl inh	Neddylation inh	eLon inh	MT1-MMP act inh	CendR NRP1 mod	MLLE-PAM2 inh	MsrA act	FAS-TE inh
Cn1nccc1NC(=O)Nc1cccc([N+](=O)[O-])c1	5	-1	i	1	0	19	-5	-2	-3
O=[N+]([O-])c1ccc(N2CCN(S(=O)(=O)c3ccc(Cl)c(Cl)c3)CC2)cc1NCCN1CCOCC1	-20	1	i	-6	.	14	-7	-12	71*
O=C(Cn1c2[n+](c3ccc(C(F)(F)F)cc31)CCCCC2)Nc1c(F)cccc1F	-11	-2	i	1	2	-1	3	-4	-3
CN1/C(=C\C(=O)c2cccs2)Sc2ccccc21	12	-5	i	-5	6	-2	35	-2	-3
C[C@@H](C(=O)NCc1ccc(S(C)(=O)=O)cc1)[C@@H]1C[C@@]1(C)[C@@H](NC(=O)OCc1ccccc1)c1ccccc1	8	0	i	4	-1	11	-6	-1	2
O=C(O)/C=C/c1cn(-c2ccccc2)nc1-c1ccc(-c2ccc([N+](=O)[O-])cc2)o1	20	2	i	-7	-9	-86	-109	-7	45
CC(=O)N1c2ccc(S(=O)(=O)NCC3CCC(C(=O)NC4CCCCC4C)CC3)cc2CC1C (configuration not stated)	10	4	i	-7	-2	0	-6	0	-10
COc1ccc(N2CCN(C(=O)c3ccc(C)c(NC(=O)c4ccco4)c3)CC2)cc1	6	0	i	-11	3	-10	-10	-2	-5
Clc1ccc(Cn2c(-c3cccnc3Cl)nc3ccccc32)cc1	5	-2	i	4	-4	-11	-6	-8	5
CCCn1c(N)c(N(C)C)c(=O)n(CC(=O)Nc2ccc(OC(F)(F)F)cc2)c1=O	-5	0	i	2	4	-9	6	-1	-7
CCOC(=O)CNC(=O)CSc1nnc(NC(=O)c2ccc3c(c2)OCO3)s1	2	0	i	-9	-2	13	7	-3	-8
C=CCn1c(O)c(N=NC(=O)C(O)c2ccccc2)c2ccccc21 (configuration not stated)	-17	-5	i	1	5	3	-5	-10	-5

The closing 5 records of the section above lead into the next.
SMILES	SKN-1 block	Rin1 Abl inh	Neddylation inh	eLon inh	MT1-MMP act inh	CendR NRP1 mod	MLLE-PAM2 inh	MsrA act	FAS-TE inh
COc1ccc(N2CCN(C(=O)c3ccc(C)c(NC(=O)c4ccco4)c3)CC2)cc1	6	0	i	-11	3	-10	-10	-2	-5
Clc1ccc(Cn2c(-c3cccnc3Cl)nc3ccccc32)cc1	5	-2	i	4	-4	-11	-6	-8	5
CCCn1c(N)c(N(C)C)c(=O)n(CC(=O)Nc2ccc(OC(F)(F)F)cc2)c1=O	-5	0	i	2	4	-9	6	-1	-7
CCOC(=O)CNC(=O)CSc1nnc(NC(=O)c2ccc3c(c2)OCO3)s1	2	0	i	-9	-2	13	7	-3	-8
C=CCn1c(O)c(N=NC(=O)C(O)c2ccccc2)c2ccccc21 (configuration not stated)	-17	-5	i	1	5	3	-5	-10	-5
O=C(NCc1ccco1)c1cnn2c1NC(c1ccccc1)CC2C(F)(F)F (configuration not stated)	7	2	i	-1	-3	0	7	-2	2
CN(C(=O)c1cccc(NC(=O)Cc2cccc(NC(=O)C3CCCN(C(=O)C4CCC4)C3)c2)c1)C1CCC1 (configuration not stated)	7	-3	i	6	1	-11	2	1	-5
O=C(NC1CCCCC1)C(c1ccco1)N(Cc1cccnc1)C(=O)C1COc2ccccc2O1 (configuration not stated)	23	2	i	-4	-1	0	-2	-5	1
CC(=O)Nc1cccc(Oc2nc(NCCN(C)C)nc3ccsc23)c1	-12	5	i	-15	-1	-4	-6	1	-3
Cc1nnnn1/C(=C\c1ccccc1)C(=O)OCC(=O)N(C)C1CCS(=O)(=O)C1 (configuration not stated)	-10	1	i	0	-3	3	-15	-1	1
Cn1c(=O)c2cc(NC(=O)CCc3ccccc3)ccc2n1-c1ccccc1F	-15	2	.	1	-7	-11	-10	-1	-2
Cc1cc(NS(=O)(=O)c2ccc(NC(=O)CCCOc3ccccc3)cc2)no1	-2	3	i	1	-2	-1	4	3	-7
COC(=O)c1c(NC(=O)CN2C(=O)NC(CCc3ccccc3)C2=O)sc2c1CCCCC2 (configuration not stated)	7	0	i	-22	5	2	-9	-5	30
CCCc1cnc(Nc2nc(C(N)Cc3ccc(OC)cc3)cs2)nc1 (configuration not stated)	11	2	i	2	-2	3	-10	-9	-15
COc1ccc(-c2cc(C(=O)Nc3c(C)n(C)n(-c4ccccc4)c3=O)no2)cc1	13	-3	i	2	-2	6	-11	-1	-1
CCCn1c(=O)c(C(=O)NCc2ccc(OC)c(OC)c2)c(O)c2ccccc21	10	3	i	3	6	5	0	-1	8
CCOC(=O)C1=C(COc2ccccc2)NC(=O)NC1c1ccc(Br)cc1 (configuration not stated)	6	0	i	-3	9	2	9	-8	10
CC12CCC(C/C1=N/O)C2(C)C (configuration not stated)	-6	0	i	-6	1	-6	-8	3	0
Cc1nc(C(F)(F)F)c(C(=O)O)cc1-c1nc(-c2ccccc2)cs1	15	-2	i	-7	3	-6	-2	-2	-4
CCN(C(=O)c1c(-c2ccccc2)noc1C)c1ccccc1	1	5	i	-6	4	-2	9	-1	-1
Cc1ccc(NC(=O)N2CCOCC2)cc1NC(=O)N1CCOCC1	2	2	i	5	4	-1	-7	-3	-6
Cc1ccc(NC(NC(=O)c2cccs2)C(Cl)(Cl)Cl)cc1C (configuration not stated)	20	-2	i	4	-1	3	5	-5	27
CC(C)C[C@H]1C(=O)N2CCC[C@H]2[C@]2(O)O[C@](NC(=O)[C@@H]3C=C4c5cccc6[nH]c(Br)c(c56)CC4N(C)C3)(C(C)C)C(=O)N12 (some centres not stated)	10	-4	i	28	-13	-14	16	-2	76*
c1cc(-c2nnc3sc(C4CCCCC4)nn23)ccn1	10	-6	i	3	-15	2	-6	-4	0
O=C(N/N=C(\Cc1ncc[nH]1)c1ccccc1)c1cccnc1	-13	-6	i	5	2	-9	11	-10	-11
CS(=O)(=O)N(CC(=O)Nc1ccccc1Cl)c1ccc(Cl)cc1	-3	2	i	7	1	-5	-2	-2	5
Nc1cc(C(=O)OCC(=O)N2CCOCC2)ccc1Cl	7	-2	i	1	0	-2	-1	-4	-1
COC(=O)c1ccsc1NC(=O)c1ccc(Cl)s1	1	0	i	-4	-6	-1	19	-3	-2
CCOC(=O)N=Nc1c(O)n(C)c2ccccc12	19	0	i	0	2	0	-1	-3	-5
CC1CN(S(=O)(=O)c2cccc(C(=O)NCc3ccco3)c2)CC(C)O1 (configuration not stated)	-6	-4	i	-8	3	8	-13	0	-3
Cc1ncoc1C(=O)Nc1cccc(Cl)c1C	10	-3	i	-3	2	0	-3	-3	-7
O=C(COc1ccc(Br)cc1Cl)NC(=O)NCc1ccccc1	-2	2	i	-13	4	6	19	-1	12
CCN(CC)S(=O)(=O)N1CCC(C(=O)NCCN2CCOCC2)CC1	6	1	i	-3	10	2	-1	0	-6
O=C1/C(=C/c2cccnc2)SC(=S)N1Cc1ccco1	-10	-1	i	-7	-1	7	23	-1	12
CCOC(=O)c1ccc(NC(=O)COc2ccc(CNCCO)cc2OCC)cc1	5	2	i	-7	0	6	1	-1	-3
Cc1nn(C)cc1C(C(=O)NC1CCCCC1)N(Cc1ccccc1Cl)C(=O)c1cnccn1 (configuration not stated)	-14	2	i	-12	2	1	-1	0	-4
O=C(c1cc(COc2ccc(F)cc2Cl)on1)N1CCN(C2CCCCC2)C(=O)C1	1	-1	i	3	5	6	-10	-2	14
C=CCn1c(=O)c(C(=O)Nc2ccccc2C(=O)OCC)c(O)c2ccccc21	-1	4	i	-6	2	-2	15	-11	15
CCNC(=O)/C(C#N)=C/c1c(N2CCN(c3ccccc3)CC2)nc2c(C)cccn2c1=O	-16	4	i	21	-4	-2	2	-7	1

An excerpt from above with just MT1-MMP act inh and MsrA act.
compound	MT1-MMP act inh	MsrA act
CC1CN(S(=O)(=O)c2cccc(C(=O)NCc3ccco3)c2)CC(C)O1 (configuration not stated)	3	0
C=CCn1c(=O)c(C(=O)Nc2ccccc2C(=O)OCC)c(O)c2ccccc21	2	-11

High-throughput results from PubChem BioAssay.

Rows are unselected; about 4% have a hit in one of these screens.
